# Mcl1-Noxa inh = disrupts binding of human Mcl-1 to Noxa peptide; Q07820; TR-FRET Mcl-1/Noxa peptide binding, 2 h; inhibition, % at 21.7 µM; actives 1.5% (n = 220,000); AID 1022;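 active means compounds that cut the protein-peptide binding signal by more than 50% relative to plate controls in a single-dose test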;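 further: His-tagged Mcl-1 with rhodamine Noxa BH3 peptide and terbium anti-His antibody; 0% = Mcl-1 plus Noxa peptide wells and 100% = peptide-only wells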
# Target sequence (Q07820 whole entry, looked up): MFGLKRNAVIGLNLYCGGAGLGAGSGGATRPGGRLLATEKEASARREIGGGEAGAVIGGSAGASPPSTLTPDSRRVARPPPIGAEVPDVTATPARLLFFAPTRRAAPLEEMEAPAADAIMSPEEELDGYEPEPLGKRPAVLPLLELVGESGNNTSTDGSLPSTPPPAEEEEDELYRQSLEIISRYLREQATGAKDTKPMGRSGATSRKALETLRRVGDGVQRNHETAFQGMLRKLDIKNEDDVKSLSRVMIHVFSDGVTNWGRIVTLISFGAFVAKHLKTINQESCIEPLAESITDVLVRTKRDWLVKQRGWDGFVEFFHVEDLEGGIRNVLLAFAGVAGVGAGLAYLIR
# Rab7 wt GTP bind = dog Rab7 wildtype GTP binding, inhibitors and activators | GST-Rab7 beads, fluorescent GTP binding, flow cytometry; actives lie on both sides; untreated = 100%, excess cold GTP = 0% | GTP binding activity (percent of control), % at 10 µM | actives 0.055% (n = 190,000) | AID 758;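 active means fluorescent GTP binding to Rab7 beads changed by at least 20 points from the 100% baseline, either direction, mostly lower; inconclusive means compound itself probably fluorescent, or too few beads counted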;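 further: median green fluorescence of bound Bodipy-FL-GTP per Rab7 bead population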
# Rab2A wt mod = changes GTP binding to wildtype dog Rab2A, up or down; GST-Rab2 wt beads, Bodipy-GTP binding, flow cytometry; GTP binding activity, % at 10 µM; AID 760; actives 0.19% (n = 190,000); P61105;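 active means GTP binding activity at least 20 points away from 100%, either lowered or raised; inconclusive means signal likely due to the compound's own green fluorescence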;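 further: 0% = beads with excess unlabeled GTP and 100% = no-compound control corrected for plate trend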
# HRas wt GTP bind = modulators of GTP binding to human HRas wildtype | GTP binding activity, % at 10 µM | actives 0.14% (n = 190,000) | GST-Ras wt beads, Bodipy-FL-GTP binding, flow cytometry; actives lie on both sides | AID 759;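 active means GTP binding activity at least 20% away from the 100% baseline, either lowered as inhibitor or raised as activator; inconclusive means flagged as likely green fluorescent, judged across all proteins in the well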;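 further: 0% = unlabeled GTP competition control and 100% = no-compound control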
# Target sequence (P01112 whole entry, looked up): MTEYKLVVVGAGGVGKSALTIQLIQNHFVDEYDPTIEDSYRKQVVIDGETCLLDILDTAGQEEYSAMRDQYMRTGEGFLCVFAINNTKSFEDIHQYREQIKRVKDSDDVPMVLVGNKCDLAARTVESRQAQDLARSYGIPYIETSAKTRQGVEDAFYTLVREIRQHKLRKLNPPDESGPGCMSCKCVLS
# Rac1 wt GTP bind = alters GTP binding to wildtype human Rac1; AID 757; GTP binding activity (% of control), % at 10 µM; P63000; actives 0.27% (n = 190,000); GST-Rac1 beads, fluorescent GTP binding, flow cytometry; actives lie on both sides; 0 = cold GTP competed, 100 = untreated;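 active means GTP binding activity at least 20 points away from the 100% control level, either lower or higher; inconclusive means compound flagged as likely green fluorescent, judged across all proteins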
# Rac1 act GTP bind = human Rac1 activated mutant GTP binding change; GST-Rac1 activated beads, fluorescent GTP binding, flow cytometry; actives lie on both sides; 100% means binding = to untreated wells; percent activity (GTP binding), % at 10 µM; actives 0.11% (n = 190,000); AID 764;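 active means GTP binding at least 20 percentage points away from the 100% baseline, in either direction, so actives lie on both sides; inconclusive means Compound likely fluorescent itself, or too few beads counted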
# Cdc42 wt = changes GTP binding to wildtype human Cdc42 | GST-Cdc42 beads, Bodipy-GTP binding, flow cytometry; actives lie on both sides | AID 761 | actives 0.2% (n = 190,000) | percent activity (GTP binding), % at 10 µM;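 active means percent activity GTP binding at least 20 points away from the 100% baseline, either down as inhibitor or up as activator; inconclusive means compound flagged as likely green fluorescent from well-wide comparison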;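 further: median bead fluorescence of bound Bodipy-FL-GTP at 100 nM; 0% = excess unlabeled GTP control and 100% = no compound control; below 100% means less GTP binding so inhibitor and above means activator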
# Target sequence (P60953 whole entry, looked up): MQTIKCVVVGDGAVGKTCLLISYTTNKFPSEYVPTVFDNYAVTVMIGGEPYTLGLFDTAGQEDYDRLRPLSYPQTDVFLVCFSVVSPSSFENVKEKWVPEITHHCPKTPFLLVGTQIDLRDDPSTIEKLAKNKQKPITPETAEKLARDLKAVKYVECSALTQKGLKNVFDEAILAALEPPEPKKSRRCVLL
# Mcl1-Bid inh = disrupts binding of human Mcl-1 to Bid peptide. TR-FRET Mcl-1/Bid-Dy647 peptide binding, 1536-well. Q07820. inhibition, % at 21.7 µM. actives 0.97% (n = 220,000). AID 1021;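 active means compounds that cut the binding signal by more than half at the single screening dose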;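 further: His-tagged Mcl-1 with europium anti-His antibody binding Bid BH3 peptide; 0% = Mcl-1 plus peptide wells and 100% = peptide-only wells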
# Pf gametocyte = P. falciparum stage V gametocyte viability inhibition; inhibition, % at 10.9 µM; actives 0.065% (n = 150,000); P. falciparum stage V gametocytes, ATP luminescence, 24 h;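 active means inhibition above the mean plus 3 SD of compounds within the control limits, set per campaign, cut at about 38% in these data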;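 further: 0% = DMSO wells and 100% = medium only without gametocytes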
# Avidin fluor = compound fluoresces at 488/530 nm on avidin beads. fluorescence (KMESF) at 10 µM. actives 0.38% (n = 220,000). compound fluorescence 488/530 nm, flow cytometry; stronger effect = higher value. AID 1775; in the data active means fluorescence above about 47; further: inactives centre near 10
# GSH bead fluor = GSH bead compound fluorescence profile | GSH beads flow cytometry, compound fluorescence 488/530 nm; stronger effect = higher value | fluorescence (KMESF) at 10 µM | actives 0.25% (n = 190,000) | AID 1776; in the data active means fluorescence above about 89;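 further: glutathione beads carrying GST-tagged Bcl family fusion proteins plus one bare bead set; values are compound well signal with DMSO vehicle wells as background; inactives centre near 16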
# Active calls of the source: *; ? = inconclusive; . = not tested or not shown. Rows are unselected, and some 3% of all compounds hit somewhere here.
SMILES,Mcl1-Noxa inh,Rab7 wt GTP bind,Rab2A wt mod,HRas wt GTP bind,Rac1 wt GTP bind,Rac1 act GTP bind,Cdc42 wt,Mcl1-Bid inh,Pf gametocyte,Avidin fluor,GSH bead fluor
COCCNC(=O)[C@@]1(Cc2ccccc2)C=C[C@@H](C)N1C(C)=O,4.5,96.0,97.0,100.0,106.0,100.0,99.0,-8.0,10.2,10,16
S=C(NCC(c1ccco1)N1CCCC1)Nc1ccccc1 (stereo not given),4.4,102.0,97.0,98.0,98.0,96.0,96.0,-29.3,-8.0,20,11
C/C(CC(=O)Nc1ccc(C)c(Cl)c1)=N\NC(=O)Cc1cnc(N)s1,-2.9,103.0,102.0,100.0,98.0,96.0,95.0,-58.6,-10.6,12,23
Cc1ccc(NC(=O)COC(=O)CN2C(=O)C3CCCCC3C2=O)cc1S(=O)(=O)N1CCOCC1 (stereo not given),-2.1,104.0,104.0,102.0,105.0,97.0,101.0,-15.4,24.7,2,5
Cc1cc(S(=O)(=O)N2CCN=C2c2ccccc2)ccc1F,8.4,94.0,95.0,97.0,100.0,97.0,99.0,-22.4,.,10,5
COc1cc2c(cc1OC)CN(S(=O)(=O)c1ccc3c(c1)OCCO3)CC2,16.3,100.0,101.0,103.0,101.0,100.0,103.0,-14.6,12.2,15,10
COc1cccc(-n2cc(CN(C)Cc3nc(Cc4cccc(F)c4)no3)cn2)c1,0.9,102.0,98.0,100.0,97.0,95.0,98.0,-12.4,.,11,10
COc1cccc(-c2csc(N3CCN(CC(=O)Nc4ccc5c(c4)OCO5)CC3)n2)c1,-21.7,93.0,94.0,95.0,98.0,96.0,94.0,-27.8,.,16,20
O=C(Cn1cnc2ccccc2c1=O)NCc1cccs1,9.1,109.0,100.0,100.0,100.0,98.0,97.0,2.1,-7.4,11,15
Cc1cc(C)c(OC2(c3ccccc3)OC(=O)c3ccccc32)c(C)c1 (stereo not given),-0.4,98.0,99.0,102.0,104.0,100.0,103.0,-24.7,.,14,13
CCN(CC)c1ccc(/C=C/c2nc3ccccc3s2)cc1,20.5,98.0,96.0,100.0,99.0,93.0,95.0,-38.5,.,8,54
COc1ccc(-n2c(SCC(N)=O)nnc2-c2ccccc2F)cc1,-8.2,98.0,101.0,98.0,101.0,98.0,102.0,-21.3,-0.1,28,21
Cc1ccc(N(CC(O)CN2CCCC2)S(=O)(=O)c2ccc(C)cc2)cc1 (stereo not given),-40.9,?,?,?,?,?,?,-21.9,-5.7,6,19
COc1ccc(NC(=O)Nc2cccc(C)n2)cc1,-5.0,103.0,100.0,104.0,110.0,101.0,102.0,-46.4,.,8,18
CSc1ccccc1-n1nnnc1SCC(=O)Nc1ccccc1C,19.3,95.0,94.0,95.0,96.0,98.0,96.0,-11.3,-15.2,8,20
O=C(CSc1nnnn1-c1ccccc1)Nc1ncc(Cc2cc(Cl)ccc2Cl)s1,-14.4,105.0,104.0,104.0,103.0,101.0,104.0,2.9,.,12,16
COc1cccc(C(=O)Nc2cccc(OCC(=O)O)c2)c1,6.1,97.0,100.0,100.0,103.0,100.0,100.0,-30.5,.,4,17
O=C(NC1CCCCCC1)C1Cc2ccccc2CN1C(=O)c1ccco1 (stereo not given),8.4,108.0,100.0,99.0,97.0,94.0,96.0,-21.6,-9.4,9,13
CCC(=O)N1N=C2CC(C)(C)OCC2C1c1ccccc1 (stereo not given),10.3,97.0,101.0,99.0,102.0,100.0,100.0,-4.3,8.9,6,10
CN1CCN(c2nc(-c3ccccn3)nc3ccccc23)CC1,36.7,96.0,95.0,95.0,98.0,97.0,99.0,-10.8,-48.5,23,14
Cc1ccc(C(C(=O)NC2CCCCC2)N(Cc2ccco2)C(=O)Cn2cnc3ccccc32)cc1 (stereo not given),11.0,102.0,98.0,98.0,102.0,98.0,98.0,-5.9,6.5,22,11
O=[N+]([O-])c1cccc(-c2nnc(-c3ccc4c(c3)OCO4)o2)c1,62.2*,94.0,96.0,98.0,99.0,99.0,96.0,60.1*,-11.6,4,2
Cc1cc(C)nc(N(C#N)CC(=O)Nc2ccccc2)n1,9.0,101.0,101.0,104.0,104.0,96.0,101.0,-40.2,.,21,11
CC(=O)N1CCN(C(=S)NCc2ccccc2)CC1,9.8,94.0,96.0,97.0,99.0,101.0,98.0,-39.4,-47.1,6,16
O=C(c1cccc(N2C(=O)C3CC=CCC3C2=O)c1)N1CCCc2ccccc21 (stereo not given),-7.2,104.0,100.0,101.0,101.0,94.0,99.0,-26.4,-18.1,11,15
Fc1ccccc1-c1nc(NCc2ccco2)c2ccccc2n1,-6.3,101.0,98.0,95.0,94.0,95.0,94.0,-27.0,.,12,17
O=C(Nc1cccc(-c2cn3cccnc3n2)c1)c1ccc(Br)o1,19.3,97.0,95.0,95.0,92.0,95.0,97.0,-11.9,-13.1,35,12
O=C(NCc1ccco1)C1c2ccccc2Oc2ccccc21,19.5,101.0,101.0,103.0,101.0,98.0,100.0,-63.2,-29.2,21,12
COc1ccc(C)cc1NC(=O)CCN1CC(C)OC(C)C1 (stereo not given),6.0,103.0,98.0,97.0,103.0,96.0,100.0,-11.4,-23.3,12,16
CN1CCN(Cc2cccc(Oc3ccccc3)c2)CC1,27.1,97.0,98.0,99.0,96.0,95.0,99.0,35.2,.,2,57
O=C(NCc1ccc2c(c1)OCO2)c1cccnc1Cl,12.5,103.0,100.0,99.0,96.0,92.0,98.0,-16.3,-1.5,10,15
CCCn1c(C)cc(C(=O)CSc2nc3ccccc3c(=O)n2Cc2ccco2)c1C,-2.1,102.0,99.0,102.0,102.0,100.0,96.0,-66.4,-27.2,9,5
CN(C)c1ccc(/C=N/N=C2/NC(=O)/C(=C/c3ccc([N+](=O)[O-])cc3)S2)cc1,2.2,99.0,97.0,96.0,100.0,94.0,95.0,-22.1,.,16,12
COc1ccc2[nH]cc(C(=O)CN3CCN(C(=O)c4ccco4)CC3)c2c1,-4.3,97.0,100.0,100.0,102.0,99.0,102.0,-20.5,.,11,49
O=[N+]([O-])c1ccc2nc(-c3ccccc3)n(OCc3ccc(Cl)cc3)c2c1,27.1,91.0,92.0,94.0,99.0,94.0,95.0,-24.5,2.2,31,8
S=C(NCc1ccco1)NCC(c1ccco1)N1CCCCC1 (stereo not given),15.0,97.0,97.0,99.0,101.0,99.0,101.0,-10.8,.,6,22
CCS(=O)(=O)c1nc2ccccc2n1CC(=O)N1CCCCC1,6.0,99.0,105.0,102.0,105.0,100.0,104.0,3.0,.,27,21
CCOC(=O)C1(CCOc2ccccc2)CCN(C(=O)c2ccc(-n3cccn3)cc2)CC1,6.4,96.0,95.0,98.0,97.0,96.0,99.0,3.6,-30.0,3,12
COc1ccc(/C=N/Nc2nccnc2Cl)cc1,4.5,100.0,97.0,100.0,103.0,98.0,99.0,-51.5,.,12,36
O=C(Nc1cccc(Cl)c1)c1ccc(NCCCN2CCOCC2)c([N+](=O)[O-])c1,26.8,102.0,102.0,102.0,104.0,98.0,101.0,-24.9,.,16,16

# Sorted by the number under HRas wt GTP bind (rising): some entries from above
compound | HRas wt GTP bind
O=[N+]([O-])c1ccc2nc(-c3ccccc3)n(OCc3ccc(Cl)cc3)c2c1 | 94.0
COc1ccc2[nH]cc(C(=O)CN3CCN(C(=O)c4ccco4)CC3)c2c1 | 100.0
CCCn1c(C)cc(C(=O)CSc2nc3ccccc3c(=O)n2Cc2ccco2)c1C | 102.0

# The list goes on:
SMILES,Mcl1-Noxa inh,Rab7 wt GTP bind,Rab2A wt mod,HRas wt GTP bind,Rac1 wt GTP bind,Rac1 act GTP bind,Cdc42 wt,Mcl1-Bid inh,Pf gametocyte,Avidin fluor,GSH bead fluor
COc1ccccc1N(C)S(=O)(=O)c1ccc(C(=O)OCC(=O)NCCC2=CCCCC2)cc1,11.6,100.0,97.0,100.0,102.0,99.0,96.0,-19.9,-26.9,9,7
CCC(=O)NC(=S)Nc1ccc(NC(=O)c2ccco2)c(OC)c1,12.1,98.0,96.0,98.0,100.0,98.0,98.0,-56.3,.,7,10
CCC(C)(C)n1nnnc1C(C(C)C)N(Cc1cccnc1)Cc1ccco1 (stereo not given),7.6,107.0,99.0,98.0,100.0,93.0,99.0,-6.4,11.9,10,12
COc1ccc(-n2cc(CN(C)Cc3n[nH]c(=O)[nH]3)c(-c3cccc(F)c3)n2)cc1,17.9,93.0,96.0,97.0,95.0,94.0,95.0,-19.4,-16.9,11,10
CC(=O)N1CCN(C(=S)NC(=O)c2c(-c3ccccc3Cl)noc2C)CC1,1.1,102.0,97.0,98.0,94.0,93.0,94.0,-6.6,31.9,9,17
Cc1ccc(N2C(=O)/C(=C/c3ccco3)SC2=S)cc1,29.5,98.0,101.0,101.0,101.0,99.0,101.0,-12.6,-24.4,14,13
CCC(=O)N(Cc1cc(=O)[nH]c2ccccc12)C1CCCCC1,-6.5,97.0,94.0,97.0,101.0,98.0,97.0,17.8,-34.6,7,37
O=C(c1ccccc1NS(=O)(=O)c1ccc(Br)s1)N1CCOCC1,-3.5,103.0,105.0,106.0,110.0,100.0,105.0,-8.9,3.6,9,14
Cc1c([N+](=O)[O-])cc(C(=O)Oc2ccc(Br)cc2C(=S)N2CCCCC2)cc1[N+](=O)[O-],23.9,97.0,98.0,96.0,101.0,97.0,97.0,6.8,14.3,12,33
CC(C)[C@H](NC(N)=O)C(=O)Nc1cccc(S(=O)(=O)N2CCOCC2)c1,-9.0,94.0,96.0,95.0,97.0,97.0,95.0,-19.9,.,9,21
CCc1sc(C(=O)Nc2cccc(C(C)=O)c2)cc1C,1.2,96.0,97.0,97.0,98.0,98.0,101.0,21.9,.,7,14
COc1cc(CNc2ncn[nH]2)ccc1OCC(=O)NC(C)(C)C,-3.6,96.0,94.0,95.0,99.0,92.0,94.0,2.5,-14.1,8,30
C/C(=N\NC(N)=S)C1C2C3CC4C5CC(C42)C1C53 (stereo not given),-3.5,105.0,99.0,95.0,100.0,97.0,94.0,-77.7,.,11,12
CNC(=O)COC(=O)c1ccc(-c2nc3ccccc3s2)s1,2.2,93.0,97.0,98.0,98.0,100.0,102.0,-21.8,.,9,4
CC(=O)N1CCN(c2ccc(NC(=O)c3ccc(Br)o3)cc2Cl)CC1,-5.2,107.0,96.0,94.0,95.0,95.0,93.0,-18.3,3.7,13,12

# High-throughput results: PubChem BioAssay, several laboratories
